APOBEC3A inh: APOBEC3A ssDNA deaminase inhibitors, primary screen, selectivity assay for APOBEC3G inhibitor project, biochemical, FAM/TAMRA oligo cleavage fluorescence. DNA dC->dU-editing enzyme APOBEC-3A (Homo sapiens), P31941. recombinant A3A, FAM/TAMRA ssDNA deamination fluorescence. inhibition, % at 20 µM. 330,000 tested, 0.41% active. AID 493011, 2011;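 active means at least 40% inhibition at 20 µM here, with at most 30% in a related deaminase screen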;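 further: plate controls were A3A with DMSO for no effect and wells lacking A3A enzyme for full effect; some results filed as inactive read as strong as hits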
Target sequence (P31941 whole entry, looked up): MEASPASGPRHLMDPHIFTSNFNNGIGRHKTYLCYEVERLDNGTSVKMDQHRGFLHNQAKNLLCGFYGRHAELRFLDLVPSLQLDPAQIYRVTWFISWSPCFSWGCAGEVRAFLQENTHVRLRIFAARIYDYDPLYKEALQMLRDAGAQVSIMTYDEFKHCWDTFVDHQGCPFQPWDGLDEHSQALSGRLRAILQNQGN
TIM10 inh: growth inhibitors of isogenic TIM10 control yeast, primary screen, counter-screen for tim10-1 yeast inhibitor project, luminescence, uHTS; inhibition, % at 10 µM; 330,000 tested, 1.4% active; S. cerevisiae TIM10 strain growth, BacTiter-Glo luminescence, 24 h;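 active means inhibition of 40% or more at the single tested concentration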;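 further: wild-type TIM10 isogenic control strain grown at permissive 25 °C; 0% = DMSO yeast wells and 100% = minimal medium wells without yeast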
mIAP act: activators of mouse IAP, primary screen, biochemical, luminescence, uHTS; AID 2805, 2010; 330,000 tested, 0.24% active; activation factor at 10 µM; muIAP, CDP-Star luminescence, 30 min; stronger effect = higher value; 1 = vehicle-only enzyme signal, 0 = enzyme-free wells; intestinal alkaline phosphatase [Mus musculus];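 active means activation factor of at least 2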; further: the source names both 10 and 20 µM as test concentration; values of inactives mirror those of a sister screen read the other way
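System: mouse IAP enzyme. Reagent: CDP-Star chemiluminescent phosphatase substrate. Benchmarks: DMSO wells, no-enzyme wells. Times: 30 min enzyme-substrate-compound incubation at room temperature. Detection: luminescence from enzymatic CDP-Star hydrolysis. Doses: test compounds delivered from DMSO solution.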
NLRP3 yeast inh: NALP3 inflammasome inhibitors in reconstituted yeast, primary screen, luminescence, uHTS; inhibition, % at 10 µM; AID 2825, 2010; 330,000 tested, 0.39% active; Yeast reconstituted NLRP3/ASC/caspase-1, beta-gal luminescence, 24 h;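 active means inhibition of 50% or more; inactive means inhibition below 50%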;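 further: plate controls were induced DMSO wells for no effect and uninduced yeast grown without galactose for full effect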
tim10-1 inh: growth inhibitors of tim10-1 mutant yeast, primary screen, luminescence, uHTS. S. cerevisiae tim10-1 ts strain growth, BacTiter-Glo, 24 h. inhibition, % at 20 µM. 330,000 tested, 2.2% active. AID 463190, 2010;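 active means inhibition of at least 40%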;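 further: mutant grown at 25 °C; 0% = DMSO wells with yeast and 100% = wells holding no yeast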
hIAP block: human IAP inhibitors, primary screen, biochemical, luminescence, uHTS; purified IAP, CDP-Star luminescence, 30 min; 330,000 tested, 0.12% active; Intestinal-type alkaline phosphatase (Homo sapiens), P09923; inhibition, % at 10 µM; AID 2544, 2010;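 active means inhibition reaching a set limit with compound at 10 µM in the primary screen, cut at about 35% in these data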;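 further: plate controls were DMSO wells with enzyme for no effect and no-enzyme buffer wells for full effect; values of inactives mirror those of a sister screen read the other way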
A3G deaminase: APOBEC3G DNA deaminase inhibitors, primary screen, biochemical, fluorescence, single-stranded DNA substrate, uHTS. DNA dC->dU-editing enzyme APOBEC-3G (Homo sapiens), Q9HC16. AID 493012, 2011. 330,000 tested, 0.28% active. inhibition, % at 20 µM. recombinant A3G, ssDNA deamination FAM/TAMRA fluorescence;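 active means inhibition of at least 40% at 20 µM, with no more than 30% in the related APOBEC3A deaminase screen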;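 further: plate controls were DMSO wells with A3G for no effect and wells lacking A3G enzyme for full effect; some compounds called inactive have numbers as strong as hits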
Target sequence (Q9HC16 whole entry, looked up): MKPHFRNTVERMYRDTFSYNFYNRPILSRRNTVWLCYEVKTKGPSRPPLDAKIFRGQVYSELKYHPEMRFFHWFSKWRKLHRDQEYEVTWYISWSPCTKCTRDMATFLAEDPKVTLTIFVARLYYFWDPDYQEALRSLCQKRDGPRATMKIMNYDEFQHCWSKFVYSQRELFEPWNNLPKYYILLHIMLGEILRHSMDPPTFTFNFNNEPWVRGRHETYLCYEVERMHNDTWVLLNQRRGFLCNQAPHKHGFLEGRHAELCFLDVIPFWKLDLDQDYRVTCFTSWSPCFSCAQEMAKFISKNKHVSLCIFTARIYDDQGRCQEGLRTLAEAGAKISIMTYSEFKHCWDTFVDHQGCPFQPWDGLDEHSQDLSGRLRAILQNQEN
beta cell repl: inducers of MIN6 beta-cell proliferation, primary screen, ATP luminescence, uHTS. 330,000 tested, 0.29% active. MIN6 cells proliferation, ATPlite luminescence, 48 h; cells starved in 0.2% serum; 100% = growth in 10% serum. AID 2380, 2010. proliferation, % at 10 µM;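 active means compounds whose signal lies at least 3.5 SD above the mean of all wells on their plate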;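 further: 0% = DMSO-treated cells in low-serum medium and 100% = 10% serum control; some compounds called inactive have numbers as strong as hits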
mIAP block: inhibitors of mouse IAP, primary screen, biochemical, luminescence, uHTS; purified mouse IAP, CDP-Star luminescence, 30 min; 330,000 tested, 0.2% active; AID 2806, 2010; inhibition, % at 10 µM;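 active means inhibition of at least 40% at 10 µM in the primary screen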;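 further: plate controls were DMSO with enzyme for no effect and no enzyme wells for full effect; values of inactives mirror those of a sister screen read the other way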
* marks the source's active call; other numbers are inactive results.

Screening CCOc1ccc2nc(NC(=O)CN3CCN(c4ccccn4)CC3)sc2c1 returned APOBEC3A inh 5, TIM10 inh 15, mIAP act 0.99, NLRP3 yeast inh 9, tim10-1 inh 27, hIAP block 0, A3G deaminase 6, beta cell repl 0 and mIAP block 1.
For CNC(=O)/C(C#N)=C/c1ccc(-c2ccc(OC)cc2[N+](=O)[O-])o1 the results were APOBEC3A inh -2, TIM10 inh 21, mIAP act 0.86, NLRP3 yeast inh 29, tim10-1 inh 13, hIAP block 4, A3G deaminase -4, beta cell repl -2 and mIAP block 14.
O=C1CC2CS(=O)(=O)CC2N1C1CCCCC1 (stereo not drawn) was read as APOBEC3A inh 2, TIM10 inh -1, mIAP act 1, NLRP3 yeast inh 9, tim10-1 inh -3, hIAP block -28, A3G deaminase -1, beta cell repl 1 and mIAP block -3.
Screening CCOC(=O)c1ccc(NC(=O)C2CCN(S(=O)(=O)c3ccccc3)CC2)cc1 returned APOBEC3A inh 1, TIM10 inh -6, mIAP act 1.5, NLRP3 yeast inh 10, tim10-1 inh 29, hIAP block -8, A3G deaminase 1, beta cell repl 0 and mIAP block -54.
Screening COc1cc(C2C(C(=O)c3ccco3)=C(O)C(=O)N2Cc2ccccc2)ccc1O (stereo not drawn) returned APOBEC3A inh -2, TIM10 inh -14, mIAP act 0.97, NLRP3 yeast inh 6, tim10-1 inh -174, hIAP block 10, A3G deaminase -10, beta cell repl -5 and mIAP block 3.
CCOC(=O)C1CCCN(C(=O)COc2ccc(S(=O)(=O)N3CCOCC3)cc2)C1 (stereo not drawn) was read as APOBEC3A inh -4, TIM10 inh 9, mIAP act 1.1, NLRP3 yeast inh -5, tim10-1 inh 7, hIAP block -11, A3G deaminase -7, beta cell repl 0 and mIAP block -5.
For Cc1ccc(S(=O)(=O)NC(C)CCc2ccccc2)cc1C(N)=O (stereo not drawn) the results were APOBEC3A inh -5, TIM10 inh 2, mIAP act 0.92, NLRP3 yeast inh 5, tim10-1 inh -1, hIAP block -36, A3G deaminase -6, beta cell repl -3 and mIAP block 8.
O=C(CCS(=O)(=O)Cc1ccccc1)NCC1CCCO1 (stereo not drawn) was read as APOBEC3A inh -3, TIM10 inh 10, mIAP act 1, NLRP3 yeast inh -11, tim10-1 inh 10, hIAP block 3, A3G deaminase -9, beta cell repl 0 and mIAP block -2.
Screening CN(C)S(=O)(=O)n1cnc([C@@H]2[C@H]3C(=O)OC[C@@H]3C[C@@]23N=CN(Cc2ccccc2)C3=O)c1 returned APOBEC3A inh 2, TIM10 inh 1, mIAP act 1, NLRP3 yeast inh 14, tim10-1 inh 3, hIAP block 5, A3G deaminase -1, beta cell repl 6 and mIAP block 0.
Screening CCOC(=O)c1nn(-c2ccc(Br)cc2)cc1C(=O)c1cccc2ccccc12 returned APOBEC3A inh 1, TIM10 inh -6, mIAP act 0.93, NLRP3 yeast inh 19, tim10-1 inh -16, hIAP block -11, A3G deaminase -4, beta cell repl -3 and mIAP block 7.
Cc1cc(NC(=O)CSc2nc(C)c(C)c(=O)[nH]2)no1 was read as APOBEC3A inh -1, TIM10 inh -7, mIAP act 1, NLRP3 yeast inh 8, tim10-1 inh -5, hIAP block 4, A3G deaminase -1, beta cell repl -3 and mIAP block -3.
CCN1C(=O)CS/C1=N\S(=O)(=O)c1ccccc1 was read as APOBEC3A inh 4, TIM10 inh 4, mIAP act 0.97, NLRP3 yeast inh -4, tim10-1 inh 9, hIAP block -10, A3G deaminase 0, beta cell repl 1 and mIAP block 3.

Next part, starting with the last 2 of the part before.
Cc1cc(NC(=O)CSc2nc(C)c(C)c(=O)[nH]2)no1 was read as APOBEC3A inh -1, TIM10 inh -7, mIAP act 1, NLRP3 yeast inh 8, tim10-1 inh -5, hIAP block 4, A3G deaminase -1, beta cell repl -3 and mIAP block -3.
CCN1C(=O)CS/C1=N\S(=O)(=O)c1ccccc1 was read as APOBEC3A inh 4, TIM10 inh 4, mIAP act 0.97, NLRP3 yeast inh -4, tim10-1 inh 9, hIAP block -10, A3G deaminase 0, beta cell repl 1 and mIAP block 3.
Screening CCOC(=O)c1cc2cc([N+](=O)[O-])ccc2oc1=O returned APOBEC3A inh 1, TIM10 inh 2, mIAP act 0.92, NLRP3 yeast inh 13, tim10-1 inh -4, hIAP block 6, A3G deaminase 3, beta cell repl -1 and mIAP block 8.
For CCOC(=O)c1ccc(OCC2NCCc3cc(OC)c(OC)cc32)cc1 (stereo not drawn) the results were APOBEC3A inh -2, TIM10 inh 28, mIAP act 1, NLRP3 yeast inh 10, tim10-1 inh 38, hIAP block 0, A3G deaminase 4, beta cell repl -1 and mIAP block 0.
CCN1C(=O)[C@H]2[C@@H](c3ccc(SC4CCCCC4)c(OC)c3)N[C@@](Cc3ccccc3)(C(=O)OC)[C@H]2C1=O was read as APOBEC3A inh -3, TIM10 inh 17, mIAP act 1, NLRP3 yeast inh 2, tim10-1 inh 12, hIAP block -8, A3G deaminase 5, beta cell repl -8 and mIAP block -4.
For CCCCCCc1c(O)c2ccccc2[nH]c1=O the results were APOBEC3A inh -3, TIM10 inh -8, mIAP act 0.96, NLRP3 yeast inh -3, tim10-1 inh 4, hIAP block 1, A3G deaminase -2, beta cell repl -1 and mIAP block 4.
`O=C(NNc1ncc(C(F)(F)F)cc1Cl)c1ccc(Cl)c(Cl)c1` gave APOBEC3A inh -4, TIM10 inh 9, mIAP act 1.1, NLRP3 yeast inh 38, tim10-1 inh 3, hIAP block -2, A3G deaminase -6, beta cell repl -3 and mIAP block -7.
CCCCn1c(-c2ccccc2C)nc2cc3[nH]c(=O)c(C(C)C)nc3cc21 was read as APOBEC3A inh 4, TIM10 inh 9, mIAP act 1, NLRP3 yeast inh 33, tim10-1 inh 22, hIAP block -3, A3G deaminase 17, beta cell repl -7 and mIAP block -2.
Screening COc1cccc(-n2ccnc2SCC(=O)NCc2ccccc2)c1 returned APOBEC3A inh -2, TIM10 inh 9, mIAP act 1.1, NLRP3 yeast inh 12, tim10-1 inh 10, hIAP block 18, A3G deaminase -8, beta cell repl -3 and mIAP block -5.
For CC(C)(C)NC(=O)NC(=O)COC(=O)CCC1CCCC1 the results were APOBEC3A inh 1, TIM10 inh 18, mIAP act 1, NLRP3 yeast inh 9, tim10-1 inh 9, hIAP block -12, A3G deaminase 0, beta cell repl -2 and mIAP block -1.
Screening CCCOc1ccc(C2=CSC3=NCCN23)cc1Cl returned APOBEC3A inh -5, TIM10 inh -104, mIAP act 1, NLRP3 yeast inh 18, tim10-1 inh -61, hIAP block -57, A3G deaminase -5, beta cell repl -2 and mIAP block -5.
COCCNC(=O)C1CCCN(S(=O)(=O)c2ccc3c(c2)CC(C)N3C(=O)C2CC2)C1 (stereo not drawn) was read as APOBEC3A inh 4, TIM10 inh -2, mIAP act 1.1, NLRP3 yeast inh 4, tim10-1 inh -3, hIAP block 8, A3G deaminase -5, beta cell repl 1 and mIAP block -9.
For Cc1ccc(-c2nnn(CC(=O)N3CCCCC3)n2)o1 the results were APOBEC3A inh -4, TIM10 inh -2, mIAP act 0.94, NLRP3 yeast inh 4, tim10-1 inh -1, hIAP block -12, A3G deaminase -3, beta cell repl 2 and mIAP block 6.
CN(C)/C=N/NC(=O)c1ccc(Cl)cc1 was read as APOBEC3A inh 0, TIM10 inh 2, mIAP act 0.95, NLRP3 yeast inh 8, tim10-1 inh 5, hIAP block 9, A3G deaminase -3, beta cell repl -2 and mIAP block 5.
`Cc1oc2nc(SCC(=O)NCCCO)nc(N)c2c1C` gave APOBEC3A inh 1, TIM10 inh 3, mIAP act 0.95, NLRP3 yeast inh 2, tim10-1 inh 2, hIAP block 12, A3G deaminase 1, beta cell repl -2 and mIAP block 5.
O=S(=O)(Cc1cc(NCc2ccccc2)nc(-c2ccccn2)n1)c1ccccc1 was read as APOBEC3A inh 1, TIM10 inh -1, mIAP act 1, NLRP3 yeast inh 24, tim10-1 inh 10, hIAP block -2, A3G deaminase 1, beta cell repl 1 and mIAP block -1.
For O=C(OCCOc1cccc(Cl)c1)C1CCN(S(=O)(=O)c2ccccc2)CC1 the results were APOBEC3A inh 4, TIM10 inh 9, mIAP act 1, NLRP3 yeast inh 10, tim10-1 inh 44*, hIAP block 13, A3G deaminase -2, beta cell repl -1 and mIAP block -3.
Screening CC(C)CNC(=S)NNC(=O)c1csc2c1CCCC2 returned APOBEC3A inh 1, TIM10 inh 13, mIAP act 1, NLRP3 yeast inh 12, tim10-1 inh 14, hIAP block -9, A3G deaminase 4, beta cell repl -1 and mIAP block 0.
`CC(C)(C)NC(=O)NC(=O)CN1C(=O)NC(c2ccccc2)(c2ccccc2)C1=O` gave APOBEC3A inh -1, TIM10 inh 10, mIAP act 1, NLRP3 yeast inh 9, tim10-1 inh -6, hIAP block 11, A3G deaminase -8, beta cell repl 0 and mIAP block -1.
O=C(NCc1cccnc1)NC1(C(F)(F)F)Oc2ccc(Cl)cc2O1 (stereo not drawn) was read as APOBEC3A inh -6, TIM10 inh 13, mIAP act 0.88, NLRP3 yeast inh 18, tim10-1 inh 20, hIAP block 4, A3G deaminase -9, beta cell repl -5 and mIAP block 12.
`CC(=O)Nc1ccc2c(CSc3nnc(N)s3)cc(=O)oc2c1` gave APOBEC3A inh -31, TIM10 inh -5, mIAP act 0.92, NLRP3 yeast inh 8, tim10-1 inh 3, hIAP block 7, A3G deaminase -10, beta cell repl 0 and mIAP block 8.
CCCCCc1cc(=O)oc2c(C(CCN(CC)CC)c3ccc(N(C)C)cc3)c(OC)cc(OC)c12 (stereo not drawn) was read as APOBEC3A inh -2, TIM10 inh 15, mIAP act 0.96, NLRP3 yeast inh 15, tim10-1 inh 6, hIAP block -1, A3G deaminase -10, beta cell repl -9 and mIAP block 4.
For O=C(c1ccc(C(F)(F)F)cc1)C1CCCN(C(=O)CCn2cncn2)C1 (stereo not drawn) the results were APOBEC3A inh -2, TIM10 inh 1, mIAP act 0.96, NLRP3 yeast inh 1, tim10-1 inh -3, hIAP block -12, A3G deaminase -8, beta cell repl 1 and mIAP block 4.
CCOc1ccc(N/C=C/C(=O)c2ccc(C)cc2)c([N+](=O)[O-])c1 was read as APOBEC3A inh -4, TIM10 inh 12, mIAP act 0.88, NLRP3 yeast inh 29, tim10-1 inh -6, hIAP block 2, A3G deaminase -5, beta cell repl -3 and mIAP block 12.
`COC(=O)CSc1nc(C)c2c(n1)CCCC2` gave APOBEC3A inh -2, TIM10 inh -4, mIAP act 1.1, NLRP3 yeast inh 11, tim10-1 inh 1, hIAP block -1, A3G deaminase -5, beta cell repl 4 and mIAP block -8.
